Screening data from PubChem.
mcGAS inh – cyclic GMP-AMP synthase inhibitors, mouse, primary biochemical chemiluminescence; recombinant cGAS, Kinase-Glo ATP depletion luminescence; inhibition, % at 12.5 µM; 160,000 compounds, 0.15% hits; AID 1259399, 2018;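 also: 0% = negative control wells and 100% = reference inhibitor with no enzyme activity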
hcGAS inh – Primary biochemical luminescence assay for human cyclic GMP-AMP synthase inhibitors. inhibition, % at 12.5 µM. 290,000 compounds, 0.081% hits. AID 1259398, 2018. recombinant h-cGAS, ATP depletion, Kinase-Glo luminescence;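 also: 0% = vehicle reaction and 100% = reaction without DNA for no activity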
Target sequence (Q8N884 whole entry, looked up): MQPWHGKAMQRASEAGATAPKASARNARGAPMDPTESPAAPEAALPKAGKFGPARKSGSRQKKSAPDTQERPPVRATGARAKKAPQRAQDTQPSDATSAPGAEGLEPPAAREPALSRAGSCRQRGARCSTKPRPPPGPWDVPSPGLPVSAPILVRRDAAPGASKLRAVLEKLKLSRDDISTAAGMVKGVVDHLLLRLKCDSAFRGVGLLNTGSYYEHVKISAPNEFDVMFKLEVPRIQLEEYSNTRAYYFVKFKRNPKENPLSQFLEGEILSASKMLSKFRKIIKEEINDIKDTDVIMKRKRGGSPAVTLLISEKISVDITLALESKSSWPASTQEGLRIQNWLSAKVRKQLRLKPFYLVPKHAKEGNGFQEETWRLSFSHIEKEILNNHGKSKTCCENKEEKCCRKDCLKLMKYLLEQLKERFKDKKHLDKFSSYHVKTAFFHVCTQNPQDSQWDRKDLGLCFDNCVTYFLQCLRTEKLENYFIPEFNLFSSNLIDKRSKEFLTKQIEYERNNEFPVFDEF
NPYLR7 ag – agonists of mosquito NPYLR7 receptor, primary screen, cell-based, Aedes aegypti, calcium fluorescence, mosquito biting behavior. Aedes aegypti neuropeptide Y-like receptor 7 (NPYLR7). HEK293T NPYLR7/Galpha15, GCaMP6s calcium fluorescence. activation, % at 10 µM. 270,000 compounds, 0.15% hits. AID 1259423, 2018; in the data active = activation above about 40%;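 also: 0% = vehicle and 100% = reference agonist at the receptor; some compounds past the cut are filed as inactive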
The depositor's hits bear a star; / = no result given; & = joins results of further samples. Rule as the data show it, unless noted: active = inhibition above about 40%; inactive = the rest.

SMILES	mcGAS inh	hcGAS inh	NPYLR7 ag
COc1ccc(NC(=O)N(CC(=O)Nc2cc(C(C)(C)C)nn2-c2ccccc2C)Cc2ccccc2)c(OC)c1	0	5	-8
Cc1ccc(S(=O)(=O)c2cnc(SCC(=O)Nc3cc(F)ccc3F)[nH]c2=O)cc1	-6	-7	-7
CCc1nc2ccc(C(=O)N3CCN(S(=O)(=O)CC)CC3)cn2c1N(C=O)CCC(C)C	-1	0	-6
Cc1n[nH]c(C)c1Cc1nc(CC2CCN(C)CC2)no1	-14	-8	10
CN1C(=O)CC(C(=O)Nc2ccccc2F)SC1=Nc1ccc2c(c1)OCO2 (stereo not given)	/	-3	1
O=C(c1ccc(-c2cccc3ccnn23)cc1)C1CC1	-7	-2	2
O=C(O)CCc1ccc(-c2ccc(Br)cc2)n1NC(=O)c1ccc(O)cc1	/	3	6
CNc1nc2cnc(Nc3cc(OC)c(OC)c(OC)c3)cc2n1-c1cccc(F)c1	-9	-8	8
CC1CN(c2cc(Cl)nc(SCC(=O)Nc3ccccc3F)n2)CCN1C(=O)c1cccc(F)c1 (stereo not given)	-7	-9	22
O=C(CSc1nnnn1C1CC1)N(Cc1ccco1)C1=CCCCC1	/	-5	2
CCCSc1nnc2n(Cc3ccccc3OC)c(=O)c3ccccc3n12	/	-10	12
C/C(=N/NC(=S)N1CCC1)c1ccccn1	-8	1	2
N#CCc1ccccc1C(=O)OCC(=O)N1CCN(c2ccccc2)CC1	/	-7	7
CNC(=O)C(NC(=O)c1ccc(S(=O)(=O)N2CCCC2)o1)c1ccccc1 (stereo not given)	/	-13	6
CC(C)N(Cc1cccc(OS(C)(=O)=O)c1)C(=O)Nc1ccc(Cl)cc1	-6	-12	13
CN(C)C(=O)COc1ccccc1CNC1CCN(c2ccccc2)CC1	-16	-10	13
CN1CCCN(S(=O)(=O)NCc2ccccc2)CC1	/	-6	3
Cc1ccc(C)c(NC(=O)CSc2nnc(CNC(=O)Cc3ccccc3)n2-c2ccc(F)cc2)c1	/	-6	-6
Cc1ccc(CC(C#N)C(=N)C(C#N)C#N)cc1 (stereo not given)	/	0	-1
O=[N+]([O-])c1ccc(NN=C2CCCCCCC2)cc1	/	-2	-7
O=C(NCc1ccccc1F)c1ccccc1N1CCC(NS(=O)(=O)c2ccc(F)cc2)CC1	-4	-1	23
Cc1cccc(NC(=O)CNC(=O)CN2c3ccccc3CC2C)c1C (stereo not given)	-9	-4	2
CCCC(=O)OCC(O)CN(CCC(C)C)Cc1c(-c2ccc(F)cc2)noc1N(CC)CC (stereo not given)	-5	-5	15
O=C(NCCc1ccccc1F)c1cncc(Br)c1	/	-6	5
NC(=NN=C1SCCS1)c1cnccn1	/	0	9
Further results:
SMILES	mcGAS inh	hcGAS inh	NPYLR7 ag
CCOc1ccc(-c2ccnc(N3CCN(C(=O)COc4c(F)c(F)c(F)c(F)c4F)CC3)n2)cc1	-9	-5	14
CC(=O)Cn1c(CN2CC(C)OC(C)C2)nc2c1c(=O)[nH]c(=O)n2C (stereo not given)	-5	-3&-8	-7&14
CCOC(=O)c1nc2ccccc2nc1N1CCCN(C(=O)N2CCOCC2)CC1	/	-7	26
Cc1ccc(CNc2oc(-c3ccc(S(=O)(=O)N4CCCCC4)cc3)nc2C#N)cc1	-7	-7	1
CC(C)N(Cc1ccc(Cl)c(Cl)c1)Cc1nc(C(=O)NCC2CC2)co1	-7	-3	1
CC(C)(C(=O)Nc1cccc(S(C)(=O)=O)c1)c1ccc(Cl)cc1	/	-3	-18
Cc1ccccc1C1c2ccsc2CCN1C(=O)CN(CC1CCCO1)C(=O)C(C)Cl (stereo not given)	-7	-15	-4
Cc1sc(-c2ccccc2)nc1CC(=O)NCC1(N)CCCC1	/	-10	7
CCN(CC)CCOCCOC(=O)C(CC)(CC)c1ccccc1	/	2	-2
CCCSc1nc2c3c(sc2c(=O)[nH]1)CC(C)(CC)OC3 (stereo not given)	/	0	2
c1ccn2cc(CCNc3ncnc4nc[nH]c34)nc2c1	/	-6	18
COc1ccc(CC2CCN(Cc3ccccc3Br)CC2)cc1	-6	-6	2
Cc1cc(CNC(=O)c2ccc(Cn3cnnn3)cc2)c2[nH]c(C)c(C)c2c1	/	3	9
COCCN1CCN(c2nc(C(=O)Nc3ccccc3C(C)(C)C)cs2)C1=O	/	-11	-3
COCCCN(CC(=O)N(CCc1c[nH]c2ccccc12)Cc1ccc(C)cc1)C(=O)Nc1ccc([N+](=O)[O-])cc1	-6	-8	26
O=C(CCc1cccnc1)N1Cc2cnn(CCO)c2C1	/	1	7
COc1ccccc1C(=O)NCCn1cc(SCC(=O)Nc2ccc(C)cc2)c2ccccc21	/	-5	0
CC1CCCN(C(=O)CNc2cc(C#N)ccc2OC(C)C)C1 (stereo not given)	-16	-6	11
Clc1ccccc1-n1cnnc1Cc1cccnc1	/	0	-8
O=C1OC(c2ccc(Cl)cc2Cl)=N/C1=C\C(Br)=C\c1ccccc1	/	-4	-1
NC(=O)C1(CNC(=O)c2sc3cc(C(F)(F)F)ccc3c2Cl)CCOCC1	/	-3	7
c1ccc(-c2csc(CN3CCCC(N4CCc5ccccc5C4)C3)n2)cc1 (stereo not given)	-10	-6	3
O=C(CCC1CCCC1)Nc1nnc(SCc2ccccc2)s1	-8	-6	2
COc1ccccc1C=CC(=O)c1ccc(Cl)cc1	37	-6	0
CN(C)c1cc(N2CCCC(CN3CCCCC3)C2)ncn1 (stereo not given)	/	7	-10

Retrieved one by one from the entries so far:
SMILES	mcGAS inh	hcGAS inh	NPYLR7 ag
CC1CCCN(C(=O)CNc2cc(C#N)ccc2OC(C)C)C1 (stereo not given)	-16	-6	11
Cc1sc(-c2ccccc2)nc1CC(=O)NCC1(N)CCCC1	/	-10	7
CN(C)c1cc(N2CCCC(CN3CCCCC3)C2)ncn1 (stereo not given)	/	7	-10
CCOC(=O)c1nc2ccccc2nc1N1CCCN(C(=O)N2CCOCC2)CC1	/	-7	26
Cc1ccc(CNc2oc(-c3ccc(S(=O)(=O)N4CCCCC4)cc3)nc2C#N)cc1	-7	-7	1
CCOc1ccc(-c2ccnc(N3CCN(C(=O)COc4c(F)c(F)c(F)c(F)c4F)CC3)n2)cc1	-9	-5	14

Going on with the list:
SMILES	mcGAS inh	hcGAS inh	NPYLR7 ag
CCc1c(C)nn(-c2ccc(C(=O)NC3CCC(C(C)(C)C)CC3)cc2)c1C (stereo not given)	-3	-2	2
CCc1noc(CN(CC)C(=O)c2ccc3nc(C)c(C)nc3c2)n1	-9	0	0
CC(CCn1cccn1)NC(=O)c1ccc2c(c1)OCC(=O)N2 (stereo not given)	-6	0	-1
CCc1cccc2c(C(CC(=O)N3CCN(c4ccccc4F)CC3)c3ccc(Cl)cc3)c[nH]c12 (stereo not given)	-5	-3	-2
Cc1[nH]n(-c2nc3ccccc3[nH]2)c(=O)c1C1OC(=O)c2ccccc21 (stereo not given)	/	31	-16
CCNc1nc(C)c(C(=O)N[C@H]2C[C@@H](C(=O)OC)N(C)C2)s1	/	-5	-4
COc1ccc(C=C2N=C(c3ccc(OC)c(OC)c3)OC2=O)cc1	-7	-8	-2
Cc1noc(C)c1C(=O)N1CCCC(CCc2ccc(F)cc2F)C1 (stereo not given)	/	-5	2
COCc1cc(CN2CCN(C)C(=O)C2C)ccc1OC (stereo not given)	/	-5	5
O=C(CSc1ccc2nnc(-c3cccnc3)n2n1)Nc1ccccc1	-7	-12	0
CC(C)NC(=O)CSc1nc(N)c(NC(=O)c2ccccc2F)c(=O)[nH]1	-9	-4	-4
O=C(NCCO)/C(=C/C=C\c1ccccc1)NC(=O)c1ccc(Br)o1	/	1	-2
O=C(c1ccccc1)N1N=C(c2cccc(O)c2)CC1c1ccco1 (stereo not given)	-5	-7	/
COc1ccc(Cl)cc1NC(=O)CCC1CCCN(C(=O)CSc2ccccn2)C1 (stereo not given)	/	4	4
CCc1nc2n(n1)C(=O)C(C(c1ccco1)N1CCN(c3cccc(Cl)c3)CC1)S2 (stereo not given)	-7	-8	-5
COc1ccc(N2C(=O)C3CCCN3C2=S)cc1 (stereo not given)	-8	-7	4
CCCS(=O)(=O)NCc1nc(-c2cccc(F)c2)c(-c2ccccn2)[nH]1	-21	-4	1
COc1ccc(OC)c(S(=O)(=O)N2CCCCC2C(N)=O)c1 (stereo not given)	-16	-5	1
O=C(Nc1cccc(C2SCC(=O)N2c2ccc(F)cc2)c1)C1CCC1 (stereo not given)	-5	-4	/
CN(C)c1ccc(C(CNC(=O)Nc2cccs2)N2CCCC2)cc1 (stereo not given)	-9	-6	5
C#CCNC(=O)[C@H]1C[C@@H](O)[C@H](O)[C@@H]2N=C(Nc3cc(OC)cc(OC)c3)S[C@@H]21	-9	-3	-7
O=C(c1ccc2c3c(cccc13)CC2)C1CCCN(C(=O)c2cscn2)C1 (stereo not given)	/	-7	5
Cc1ccc(C)c(S(=O)(=O)N2CCN(Cn3c(=O)n(C)c4ccccc43)CC2)c1	-5	-3	5
N#CC1(NC(=O)CN2CCN(c3ccccc3)CC2)CCCCC1	/	-7	0
FC(F)(F)c1ccccc1CNc1ncnc2[nH]ncc12	/	-6	-1
The list continues.
SMILES	mcGAS inh	hcGAS inh	NPYLR7 ag
COC(=O)c1ccc(C=CC(=O)c2ccc(N3CCCCC3)cc2)cc1	-6	-8	1
O=C(Nc1cccnc1N1CCN(C(=O)c2ccc(Cl)cc2F)CC1)c1ccc2c(c1)OCO2	-9	-6	3
O=C1NC(CC(=O)N2CCc3c(cc(-c4cccc(Cl)c4)c(=O)n3CC3CC3)C2)c2ccccc21 (stereo not given)	-5	-8&-13	-2&19
COCC(=O)N1CCN(c2nc(-c3cccc(Cl)c3)no2)CC1	-14	-11	-1
CC(C)(C)c1ccc(C(=O)Nc2ccc(-c3noc(-c4ccc([N+](=O)[O-])cc4Cl)n3)cc2)cc1	/	-6	-4
CSc1ccc(Cl)c(C(=O)Nc2nc(-c3ccc(C)o3)ns2)c1	/	0	-3
COc1ccc(CN(Cc2ccc(F)cc2)Cc2nc(C(=O)NCCN3CCOCC3)co2)cc1	4	-4	7
O=C(Nc1ccc(-n2nc(OCc3ccc(F)cc3)nc2-c2ccc(C(F)(F)F)cc2)cc1)c1cccc(F)c1	-3	-1	-2
CCCC(=O)NNC(=O)Cn1c(C(F)(F)F)nc2ccccc21	/	-7	4
Cc1cc(OC(=O)c2cccc(Br)c2)c([N+](=O)[O-])c(=O)[nH]1	-8	-5	3
COc1ccc(F)cc1S(=O)(=O)NCc1ccncc1	/	-6	3
CC(c1ccc(C(=O)NCCN2CCOCC2)o1)N1CCCCC1 (stereo not given)	-11	-11	/
Cc1cc(NC(=O)/C=C/c2ccc3c(c2)OCO3)n(-c2nc3c(c(=O)[nH]2)CCC3)n1	-7	-7	11
COc1ccc(-c2coc3c(C(=O)NC4CCCCC4)cccc23)c(C)c1	-7	-3	-16
O=C1CC(c2cccc(OCc3ccccn3)c2)c2c(nc3ccccn23)CN1 (stereo not given)	-10	-5	-5
O=C(NCC1Cc2ccccc2O1)Nc1ccc(NC(=O)C2CCCO2)cc1 (stereo not given)	/	-3	-1
CC(C)CC(=O)Nc1ccc(C2=NNC(=NC3CC3)SC2)cc1	-4	-2	10
CCOC(=O)c1c(NC(=O)c2ccccc2OCC)sc2c1CCC(c1ccccc1)C2 (stereo not given)	-9	-8	6
CCC(C)NC(=O)NCc1nnc2c(Cl)cc(C(F)(F)F)cn12 (stereo not given)	/	-8	13
CCOc1cc(=O)n2c(c1C(=O)N1CCN(C3CCCCC3)CC1)CCCCC2	-6	-9	/
CC1=C(C(=O)OC(C)C)C(c2cccs2)n2c(sc(=Cc3ccc(C)o3)c2=O)=N1 (stereo not given)	/	1	9
Fc1cccc(F)c1C=NNC(=S)NN=Cc1c(F)cccc1F	-4	-4	-1
CCOc1ccccc1NC(=O)CSc1nc2[nH]ncc2c(=O)[nH]1	/	-7	-3
CN(C(=O)c1ccccc1C(=O)NCc1ccc(F)cc1)C1CCCCC1	/	-5	-3
CC=CCn1c(SCc2ccc(Cl)cc2)nc2c1c(=O)[nH]c(=O)n2C	-7	-5	0

A draw from above in order of molar mass, largest number first:
SMILES	mcGAS inh	hcGAS inh	NPYLR7 ag
O=C1NC(CC(=O)N2CCc3c(cc(-c4cccc(Cl)c4)c(=O)n3CC3CC3)C2)c2ccccc21 (stereo not given)	-5	-8&-13	-2&19
Cc1cc(OC(=O)c2cccc(Br)c2)c([N+](=O)[O-])c(=O)[nH]1	-8	-5	3
COc1ccc(F)cc1S(=O)(=O)NCc1ccncc1	/	-6	3

The list continues:
SMILES	mcGAS inh	hcGAS inh	NPYLR7 ag
O=C(N1CCCC1)N1CCN(c2noc(C3CC3)n2)CC(O)C1 (stereo not given)	-1	8	/
CCC(C)N(Cc1ccc(OS(=O)(=O)CC)cc1)C(=O)NC12CC3CC(CC(C3)C1)C2 (stereo not given)	-5	-9	/
CC(C)N1CCN(Cc2cn(-c3ccccc3)nc2-c2ccccc2)CC1CCO (stereo not given)	-6	-6	6
Cc1oc(C(C)C)cc1C(=O)NCCc1nnc(N)s1	/	-2	-2
Cc1cc(C(=O)NCC2(Cn3ccnc3)CC2)cc2sc(N)nc12	/	-6	-6
CCCNC(=O)CSc1nnc(N2CCCCC2)n1-c1ccc(C)cc1	-7	-5	-6
O=C1CN(C(=O)c2cccn(Cc3ccccc3)c2=O)C2CCCCC2N1 (stereo not given)	-12	-2	1
O=S(=O)(NCCc1nnc2ccc(SCc3ccccc3F)nn12)c1ccccc1	-7	-5	0
